Screening results: PubChem, NMMLSC
RGS4-Gao reg: modulates binding of RGS4 to human Galphao | Multiplexed bead flow cytometry; actives lie on both sides | 0.33% of 220,000 active | AID 1415 | P09471 | binding response (% of control), % at 10 µM; in the data active = binding response below about 49% or above about 150%; inactive = in between;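 also: fluorescent Galphao activated with aluminum fluoride binding bead-coupled RGS4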
GSH bead fluor: compound fluoresces at 488/530 nm on GSH beads | fluorescence (KMESF) at 10 µM | GSH beads flow cytometry, compound fluorescence 488/530 nm; stronger effect = higher value | 0.25% of 190,000 active; in the data active = fluorescence above about 89;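 also: glutathione beads carrying GST-tagged Bcl family fusion proteins plus one bare bead set; values are compound well signal with DMSO vehicle wells as background; inactives centre near 16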
Bcl-W Bim block: human Bim-Bcl-W interaction inhibition; Q92843; bead-based flow cytometry, Bim peptide-Bcl-W binding; inhibition, % at 10 µM; 0.02% of 190,000 active;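 also: 0% = bound tracer without compound and 100% = peptide blocker; higher means less fluorescent Bim peptide bound to Bcl-W beads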
Target sequence (Q92843 whole entry, looked up): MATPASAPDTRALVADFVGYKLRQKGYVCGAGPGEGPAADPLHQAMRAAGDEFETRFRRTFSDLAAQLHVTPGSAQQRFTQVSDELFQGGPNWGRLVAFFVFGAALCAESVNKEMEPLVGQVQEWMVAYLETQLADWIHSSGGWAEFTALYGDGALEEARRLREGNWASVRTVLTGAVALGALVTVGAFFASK
Bcl-B Bim block: human Bim-Bcl-B interaction inhibition; Q9HD36; bead-based flow cytometry, Bim peptide-Bcl-B binding; inhibition, % at 10 µM; 0.073% of 190,000 active; AID 951;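 also: 0% = tracer peptide without compound and 100% = reference inhibitor peptide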
Target sequence (Q9HD36 whole entry, looked up): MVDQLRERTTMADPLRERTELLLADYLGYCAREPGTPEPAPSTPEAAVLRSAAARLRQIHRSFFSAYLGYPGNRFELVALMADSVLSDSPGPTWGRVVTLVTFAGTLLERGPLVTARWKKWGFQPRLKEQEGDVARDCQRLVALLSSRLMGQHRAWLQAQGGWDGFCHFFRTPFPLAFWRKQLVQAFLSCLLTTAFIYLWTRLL
Bim-Bcl-2: inhibitors of Bim-Bcl-2 interaction, human; AID 950; P10415; 0.06% of 190,000 active; inhibition, % at 10 µM; Bead-based flow cytometry, Bim peptide-Bcl-2 binding; in the data active = inhibition above about 40%; inconclusive = no clear call, values can overlap the other calls;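 also: 0% = no compound wells with probe peptide and 100% = reference peptide inhibitor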
ABCG2 block: blocks JC-1 efflux by human ABCG2 transporter | Q9UNQ0 | IgMXP3 cells, flow cytometry | inhibition, % at 6.6 µM | 0.1% of 190,000 active;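 active = inhibition above 80%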;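 also: 0% = DMSO and 100% = nicardipine control wells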
Target sequence (Q9UNQ0 whole entry, looked up): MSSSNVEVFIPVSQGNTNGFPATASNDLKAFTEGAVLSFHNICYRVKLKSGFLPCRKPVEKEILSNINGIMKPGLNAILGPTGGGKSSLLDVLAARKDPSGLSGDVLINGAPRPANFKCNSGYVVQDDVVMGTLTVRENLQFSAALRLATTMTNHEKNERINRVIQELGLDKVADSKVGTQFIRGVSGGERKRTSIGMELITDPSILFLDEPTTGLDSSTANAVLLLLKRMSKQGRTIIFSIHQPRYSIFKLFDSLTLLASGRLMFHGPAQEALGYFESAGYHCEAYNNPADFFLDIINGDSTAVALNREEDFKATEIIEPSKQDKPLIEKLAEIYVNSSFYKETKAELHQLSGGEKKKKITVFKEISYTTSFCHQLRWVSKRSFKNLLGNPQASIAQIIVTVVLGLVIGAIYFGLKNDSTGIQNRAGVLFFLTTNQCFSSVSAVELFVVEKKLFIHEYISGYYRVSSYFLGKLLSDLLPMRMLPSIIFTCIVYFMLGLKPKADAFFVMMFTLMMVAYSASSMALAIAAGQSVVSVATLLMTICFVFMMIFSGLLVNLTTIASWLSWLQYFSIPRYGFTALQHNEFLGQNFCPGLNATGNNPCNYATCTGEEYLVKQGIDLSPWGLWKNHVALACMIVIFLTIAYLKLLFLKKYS
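Test system: IgMXP3 (ABCG2) plus far-red-tagged CCRF-Adr (ABCB1) cells / Amount: 3 million cells/mL in well / Reagent: JC-1 transporter substrate / Timing: 10 min compound exposure, 25 °C / Signal: flow cytometry, 530 nm JC-1 signal / Read-out: percent efflux inhibition, scaled nicardipine 100% to DMSO 0% / Benchmarks: nicardipine as high control, DMSO as low control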
Bfl-1 Bim block: human Bim-Bfl-1 interaction inhibition | Q16548 | Bead-based flow cytometry, Bim-Bfl-1 binding inhibition | inhibition, % at 10 µM | 0.12% of 190,000 active | AID 1008;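 also: 0% = wells without compound plus tracer and 100% = blocker peptide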
RGS8-Gao: regulators of human RGS8-Galphao interaction. response (percent of control binding), % at 10 µM. 0.34% of 220,000 active. multiplexed bead flow cytometry, RGS8-Galphao binding; actives lie on both sides. P09471; in the data active = response below about 60% or above about 140%; inactive = in between;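 also: Galphao activated as the GDP aluminium fluoride complex binding bead-coupled RGS8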
ABCB1 block: blocks JC-1 efflux by human ABCB1 transporter. CCRF-Adr cells, flow cytometry. inhibition, % at 6.6 µM. 0.067% of 190,000 active; in the data active = inhibition above about 40%;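 also: 0% = vehicle and 100% = reference inhibitor; higher value means more JC-1 retained so stronger ABCB1 efflux block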
Bim-Bcl-XL: inhibitors of Bim-Bcl-XL interaction, human; Q07817; Bim peptide-Bcl-XL binding, bead flow cytometry, fluorescence; inhibition, % at 10 µM; 0.04% of 190,000 active; AID 1007
RGS7-Gao: human RGS7-Galphao interaction regulation; P09471; Multiplexed bead flow cytometry, RGS7-Galphao binding; actives lie on both sides; binding response (% of control), % at 10 µM; 0.35% of 220,000 active; in the data active = binding response below about 49% or above about 150%; inconclusive = no clear call, values can overlap the other calls; inactive = in between;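 also: fluorescent Galphao held in activated GDP-AlF4 state binding bead-coupled RGS7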
* marks the source's active call; other numbers are inactive results; ? = inconclusive; · = not tested or not shown. Rule as the data show it, unless noted: active = inhibition above about 40%.

Start of the data: the first seven entries, ahead of the listing:
SMILES	RGS4-Gao reg	GSH bead fluor	Bcl-W Bim block	Bcl-B Bim block	Bim-Bcl-2	ABCG2 block	Bfl-1 Bim block	RGS8-Gao	ABCB1 block	Bim-Bcl-XL	RGS7-Gao
O=[N+]([O-])c1nn(-c2ccc3c(c2)OCCO3)n(O)c1=NCCC1=CCCCC1	92.6	19	1.0	0.0	1.0	5.5	-1.0	94.7	1.4	1.0	87.9
COc1ccc(/C=N/Nc2c(Cl)cc(Cl)cc2Cl)cc1CN1CCOCC1	103.9	16	-3.0	-5.0	-3.0	2.0	-3.0	101.1	0.7	-6.0	98.5
COc1ccc(-c2noc(CSc3nc4ccccc4c(=O)n3-c3ccc(C)cc3)n2)cc1	102.3	22	0.0	-5.0	-5.0	2.3	-6.0	98.2	0.1	-6.0	100.1
O=C(Nc1ccc(N2CCN(C(=O)c3ccco3)CC2)c(Cl)c1)c1cc2ccccc2o1	105.8	28	-2.0	-6.0	-3.0	-1.6	-1.0	103.8	0.1	-3.0	104.4
CC(C)CN(CC(C)C)S(=O)(=O)N1CCC(C(=O)NC2CCCCCCC2)CC1	101.2	40	4.0	-5.0	0.0	2.3	-8.0	99.8	0.9	6.0	100.6
CC(C)N(O)C(=O)NC(C)(C)C	99.9	26	0.0	-8.0	-9.0	3.8	-10.0	99.8	0.3	-3.0	98.7
COc1ccc(S(=O)(=O)N2CCN(C)CC2)cc1Br	109.9	17	0.0	-5.0	-9.0	2.7	-10.0	119.7	0.2	-3.0	111.7

All compounds of this part, previewed entries included:
SMILES	RGS4-Gao reg	GSH bead fluor	Bcl-W Bim block	Bcl-B Bim block	Bim-Bcl-2	ABCG2 block	Bfl-1 Bim block	RGS8-Gao	ABCB1 block	Bim-Bcl-XL	RGS7-Gao
O=[N+]([O-])c1nn(-c2ccc3c(c2)OCCO3)n(O)c1=NCCC1=CCCCC1	92.6	19	1.0	0.0	1.0	5.5	-1.0	94.7	1.4	1.0	87.9
COc1ccc(/C=N/Nc2c(Cl)cc(Cl)cc2Cl)cc1CN1CCOCC1	103.9	16	-3.0	-5.0	-3.0	2.0	-3.0	101.1	0.7	-6.0	98.5
COc1ccc(-c2noc(CSc3nc4ccccc4c(=O)n3-c3ccc(C)cc3)n2)cc1	102.3	22	0.0	-5.0	-5.0	2.3	-6.0	98.2	0.1	-6.0	100.1
O=C(Nc1ccc(N2CCN(C(=O)c3ccco3)CC2)c(Cl)c1)c1cc2ccccc2o1	105.8	28	-2.0	-6.0	-3.0	-1.6	-1.0	103.8	0.1	-3.0	104.4
CC(C)CN(CC(C)C)S(=O)(=O)N1CCC(C(=O)NC2CCCCCCC2)CC1	101.2	40	4.0	-5.0	0.0	2.3	-8.0	99.8	0.9	6.0	100.6
CC(C)N(O)C(=O)NC(C)(C)C	99.9	26	0.0	-8.0	-9.0	3.8	-10.0	99.8	0.3	-3.0	98.7
COc1ccc(S(=O)(=O)N2CCN(C)CC2)cc1Br	109.9	17	0.0	-5.0	-9.0	2.7	-10.0	119.7	0.2	-3.0	111.7
CC1=C(C(=O)OCC2CCCO2)C(c2ccc(O)cc2)NC(=O)N1 (configuration not stated)	99.8	29	3.0	-2.0	-3.0	14.9	-7.0	99.6	0.5	-5.0	99.8
CS(=O)(=O)N1CCC(c2noc(-c3ccc(C(F)(F)F)cc3)n2)CC1	90.2	32	0.0	-6.0	-8.0	2.0	-8.0	101.2	0.4	-5.0	95.5
CCOc1ccc2nc(SCC(=O)N(C)C)[nH]c2c1	93.7	54	-1.0	0.0	-2.0	0.9	0.0	97.7	0.1	-1.0	93.2
CCCS(=O)(=O)N1CCC(C(=O)NCCCN2CCCC2=O)CC1	100.6	29	-2.0	-10.0	-3.0	7.5	-16.0	100.1	0.8	-10.0	98.4
O=S(=O)(c1ccc(Oc2ccc(-c3nnco3)cc2)nc1)N1CCC(Cc2ccccc2)CC1	99.1	44	0.0	-9.0	-13.0	1.2	-11.0	100.2	0.6	-5.0	96.0
O=C(Nc1ccc(N2CCN(c3ccc(O)cc3)CC2)cc1)Oc1ccccc1	88.3	74	13.0	-5.0	4.0	6.1	12.0	85.8	0.6	-2.0	88.7
O=C(O)CCC(=O)NNC(=O)c1cccs1	108.8	24	2.0	-1.0	0.0	0.8	-11.0	106.4	0.3	-2.0	106.1
Cc1nnc(SCC(=O)NCc2ccc(F)cc2)[nH]c1=O	98.4	15	0.0	-5.0	-3.0	1.4	-3.0	102.7	-0.1	-2.0	?
CCOc1ccc(NC(=O)CN(C)c2ccc(S(=O)(=O)N(C(C)C)C(C)C)cn2)cc1OCC	103.6	11	2.0	2.0	2.0	1.2	-2.0	102.4	0.8	-4.0	101.8
CC(C)(C)C(=O)[C@H]1[C@H](c2ccccc2)[C@@]2(N=C(c3ccccc3)OC2=O)C2c3ccccc3C=NN21 (some centres not stated)	83.6	7	-1.0	-3.0	0.0	1.6	0.0	90.9	1.1	0.0	86.8
Cc1cccc2c1OCC/C2=N\NC(=O)COc1ccccc1	98.9	14	0.0	0.0	0.0	4.3	1.0	100.5	0.4	-1.0	98.9
CCOC(=O)COC(=O)c1ccc(O)cc1	105.4	44	4.0	-7.0	-8.0	1.2	-12.0	103.9	0.4	2.0	104.0
Cc1ccc(NC(=O)c2cc(=O)c3ccccc3o2)cc1	102.3	20	0.0	-2.0	-3.0	2.2	-1.0	99.8	0.2	0.0	101.0
CCC(C)C(NC(=O)c1ccccc1NC(=O)c1ccco1)C(=O)NNC(=O)c1ccc(OC)cc1 (configuration not stated)	94.3	8	0.0	0.0	6.0	7.0	12.0	93.1	0.5	1.0	94.2
Nc1n[nH]c(-c2ccc(F)cc2)n1	100.1	47	2.0	-7.0	-3.0	-0.1	-10.0	101.5	0.0	2.0	101.1
O=C(NCCO)/C(=C\c1cccs1)NC(=O)c1cccs1	101.0	10	-5.0	-7.0	-10.0	0.3	-21.0	102.0	0.3	-7.0	108.9
COC(=O)Nc1sc2c(c1C(N)=O)CCC(C)C2 (configuration not stated)	104.0	8	2.0	-30.0	-4.0	-0.7	4.0	99.1	-0.2	-8.0	120.2
O=C(CCCOc1ccc(Cl)cc1Cl)N1CCN(c2ccccn2)CC1	101.1	39	0.0	-8.0	-11.0	2.0	-12.0	101.9	0.2	-2.0	100.7
SMILES	RGS4-Gao reg	GSH bead fluor	Bcl-W Bim block	Bcl-B Bim block	Bim-Bcl-2	ABCG2 block	Bfl-1 Bim block	RGS8-Gao	ABCB1 block	Bim-Bcl-XL	RGS7-Gao
C/C(=N/Oc1nc(C)cc(C)n1)c1ccc(F)cc1	96.2	63	2.0	0.0	-4.0	1.0	-4.0	96.7	0.4	-2.0	99.3
CCn1cc(C(=O)N2CCN(c3ccc(OC)cc3)CC2)c2cc(OC)c(OC)cc2c1=O	99.8	25	1.0	0.0	0.0	1.4	9.0	100.9	0.7	2.0	102.7
CN(C)CCSc1nnc2[nH]c3ccccc3c2n1	104.0	8	4.0	8.0	1.0	5.0	7.0	100.4	-0.2	10.0	105.4
COCC(=O)Nc1nnc(CCc2ccccc2)s1	101.3	·	·	·	·	3.5	·	101.9	0.7	·	100.2
O=C(COc1ccc(Br)cc1F)NC1CCN(Cc2ccccc2)CC1	106.2	5	2.0	-4.0	0.0	2.0	-5.0	102.0	0.3	-1.0	102.5
CN(C)S(=O)(=O)Oc1cccc(C(=O)Nc2ccc(Cl)c(Cl)c2)c1	100.0	19	0.0	-1.0	-1.0	1.5	-2.0	100.8	0.5	0.0	100.1
CCOC(=O)c1ccc(NC(=O)C(=O)NCc2ccc(/C=C(/C#N)C(=O)NCCOC)o2)cc1	103.8	8	0.0	-2.0	-4.0	4.2	-9.0	101.4	0.3	-3.0	105.0
O=c1[nH]c2cccnc2n1Cc1ccco1	96.8	62	-3.0	-2.0	0.0	2.0	-2.0	96.8	0.5	1.0	98.3
Cc1ccc(S(=O)(=O)O/N=C2/CCCc3occc32)cc1	100.2	26	-1.0	-2.0	-3.0	-0.1	1.0	100.9	0.0	-3.0	98.1
CCOC(=O)c1ccc(NC(=O)CCc2nc(-c3ccccc3Cl)no2)cc1	101.6	29	-1.0	-8.0	-15.0	41.8	-18.0	103.0	0.7	-7.0	98.3
CC(Sc1n[nH]c(N)n1)C(=O)Nc1ccccc1-c1ccccc1 (configuration not stated)	102.2	10	-1.0	1.0	4.0	-0.9	-5.0	102.2	-0.3	-2.0	102.8
CC(=O)/C(N=Nc1ccc2c(c1)OCO2)=C(\C)O	87.6	7	0.0	4.0	8.0	6.2	11.0	96.4	0.2	0.0	97.5
CC(C)(C)c1cc(C(=O)N2CCN(c3ncccn3)CC2)ccn1	101.5	35	0.0	-8.0	-9.0	3.0	-13.0	100.7	1.0	-24.0	103.6
COc1ccc(CCn2c(N)c(S(=O)(=O)c3cccs3)c3nc4ccccc4nc32)cc1OC	97.3	12	7.0	6.0	2.0	10.2	3.0	95.8	1.4	13.0	106.6
O=C1N(CCCCN2C(=O)C3(OCCO3)c3ccccc32)c2ccccc2C12OCCO2	100.0	20	0.0	-4.0	-4.0	-7.4	-3.0	96.6	-4.6	5.0	100.0
COCCCN(C(C)=O)c1nc(-c2ccccc2)cs1	96.7	24	0.0	-6.0	-9.0	7.2	-12.0	96.2	0.8	-3.0	97.4
CCN1C(=O)/C(=C2/SC(C)=C(C)N2CC)SC1=S	107.9	22	-1.0	-6.0	-5.0	-0.6	-2.0	104.5	-0.3	-1.0	104.8
N#CC1=C(N)C2=C(N3CCCCC3)CCCC2C1(C#N)C#N (configuration not stated)	102.0	5	4.0	-3.0	-3.0	-1.0	5.0	107.4	-0.5	9.0	101.9
CCOC(=O)C1=NN(c2ccc(C)cc2)C2(S1)SC(C(C)=O)=C(C)N2c1ccccc1 (configuration not stated)	98.6	16	-3.0	-5.0	-3.0	2.9	0.0	98.2	1.4	-2.0	98.0

Reformatted as labelled records: two of the compounds above
> CCN1C(=O)/C(=C2/SC(C)=C(C)N2CC)SC1=S
  RGS4-Gao reg = 107.9	GSH bead fluor = 22	Bcl-W Bim block = -1.0	Bcl-B Bim block = -6.0	Bim-Bcl-2 = -5.0	ABCG2 block = -0.6	Bfl-1 Bim block = -2.0	RGS8-Gao = 104.5	ABCB1 block = -0.3	Bim-Bcl-XL = -1.0	RGS7-Gao = 104.8

> N#CC1=C(N)C2=C(N3CCCCC3)CCCC2C1(C#N)C#N (configuration not stated)
  RGS4-Gao reg = 102.0	GSH bead fluor = 5	Bcl-W Bim block = 4.0	Bcl-B Bim block = -3.0	Bim-Bcl-2 = -3.0	ABCG2 block = -1.0	Bfl-1 Bim block = 5.0	RGS8-Gao = 107.4	ABCB1 block = -0.5	Bim-Bcl-XL = 9.0	RGS7-Gao = 101.9
